# esBAF inh: SWI/SNF esBAF complex inhibition | mouse ES cells, Bmi1-luciferase knock-in reporter, 24 h; 100% = twice the neutral-well signal | reporter increase, % at 12.5 µM | 350,000 compounds, 2% hits; in the data active means activation above about 40%;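 further: 0% = median of the plate's neutral control wells and 100% = double that signal; a rise in the Bmi1 reporter signal indicates esBAF inhibition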
# ERp5 block: inhibitors of human ERp5. Q15084. ERp5 insulin aggregation, absorbance 650 nm, 90 min. inhibition, % at 9.99 µM. 350,000 compounds, 0.05% hits;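 active means mean replicate inhibition above about 25%, with every replicate also reaching it, limit read from the data, passing the limit was not always enough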
# Target sequence (Q15084 whole entry, looked up): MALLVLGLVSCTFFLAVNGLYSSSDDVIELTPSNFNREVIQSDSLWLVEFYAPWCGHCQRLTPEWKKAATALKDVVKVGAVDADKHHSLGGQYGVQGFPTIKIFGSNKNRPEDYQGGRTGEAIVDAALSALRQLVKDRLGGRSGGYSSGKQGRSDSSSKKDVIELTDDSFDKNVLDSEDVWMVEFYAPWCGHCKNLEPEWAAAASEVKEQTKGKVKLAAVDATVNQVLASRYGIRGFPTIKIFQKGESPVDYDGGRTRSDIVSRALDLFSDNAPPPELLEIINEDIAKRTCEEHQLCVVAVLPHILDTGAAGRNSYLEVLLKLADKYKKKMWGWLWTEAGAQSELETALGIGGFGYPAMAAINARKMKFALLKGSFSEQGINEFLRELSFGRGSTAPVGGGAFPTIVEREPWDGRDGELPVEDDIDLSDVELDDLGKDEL
# Casp6 inh: blocks human caspase-6 cleavage activity; P55212; purified caspase-6, Z-VEID-R110 cleavage fluorescence; inhibition, % at 12.5 µM; 350,000 compounds, 0.53% hits; AID 686996;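 active means mean inhibition across replicates at least about 35%, with every replicate also reaching that limit, limit read from the data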;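 further: 0% = median of neutral control wells and 100% = no fluorescence left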
# Target sequence (P55212 24-179 limits assumed): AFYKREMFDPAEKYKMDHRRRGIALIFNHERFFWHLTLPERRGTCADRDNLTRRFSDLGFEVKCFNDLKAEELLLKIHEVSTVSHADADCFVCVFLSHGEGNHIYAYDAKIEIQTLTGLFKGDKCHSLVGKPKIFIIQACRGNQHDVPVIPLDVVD
# Target sequence (P55212 194-293 limits assumed): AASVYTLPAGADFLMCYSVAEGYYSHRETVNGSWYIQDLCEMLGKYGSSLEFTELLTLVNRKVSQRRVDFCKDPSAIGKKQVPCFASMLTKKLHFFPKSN
# E-selectin induc: E-selectin induction on HUVECs. activation, % at 7.58 µM. P16581. 260,000 compounds, 0.37% hits. HUVEC E-selectin immunofluorescence imaging; normalized: neutral wells 0, TNF-alpha wells 100;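 active means mean E-selectin-positive cell signal at least 10% of the positive control, reached in at least 60% of replicates, without over 20% cell loss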;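 further: in these data hits start at about 27%; measured in HUVEC primary endothelial cells; signal is the percent of cells scored E-selectin positive by PE staining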
#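 Read-out basis: % PE-positive cells; Test system: HUVEC primary endothelial cells; Technique: immunofluorescence imaging; Dosing: single-point compound dose.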
# PglD DTNB: blocks C. jejuni PglD acetyltransferase activity. purified PglD enzyme, DTNB colorimetric CoA detection. inhibition, % at 12.5 µM. 360,000 compounds, 0.098% hits; in the data active means inhibition above about 16%, passing the limit was not always enough; further: strong numbers were not always called active
# ARNT-TACC3 inh: ARNT/TACC3 interaction disruption; Q9Y6A5; AlphaScreen His-ARNT PAS-B/GST-TACC3 binding, luminescence; TACC3 fragment carries E629A point mutation; inhibition, % at 9.99 µM; 390,000 compounds, 0.66% hits; AID 623870;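 active means mean inhibition of replicates at least 50% and at least half of replicates each reaching 50%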;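 further: 0% = complete ARNT plus TACC3 wells and 100% = ARNT alone without TACC3; many hits fall short of the cut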
# RAD54 branch: inhibitors of human RAD54 branch migration | RAD54 Holliday junction branch migration, FAM/BHQ fluorescence | inhibition, % at 10.4 µM | 360,000 compounds, 0.14% hits;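 active means mean normalized replicate activity at least 40 and at least half of replicates scoring 40 or more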;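 further: 0% = median of neutral control wells and 100% = median of positive control wells; inhibitors cause a drop in the FAM fluorescence signal; in these data hits start at about 50%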
# RAD52 anneal inh: RAD52 (human) annealing inhibition; P43351; recombinant RAD52 DNA annealing, FRET fluorescence; inhibition, % at 18.7 µM; 360,000 compounds, 0.46% hits; AID 651710;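 active means every replicate showing at least 50% inhibition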
# * hit, by the source's call; · = no result given.
SMILES,esBAF inh,ERp5 block,Casp6 inh,E-selectin induc,PglD DTNB,ARNT-TACC3 inh,RAD54 branch,RAD52 anneal inh
CN(C(=O)/C=C/c1ccc([N+](=O)[O-])s1)c1ccccc1,-21,-3,10,·,-14,16,-9,-16
C[C@H]1CN([C@@H](C)CO)C(=O)c2cccc(NS(=O)(=O)c3ccc(F)cc3)c2O[C@@H]1CN(C)CC1CC1,-4,-6,1,0.1,0,11,-4,-6
O=[n+]1c2c(n([O-])c3c1CCCC3)CCCCC2,-11,·,·,·,10,3,-11,·
O=C(N[C@@H]1CCC(=O)N(CC[C@H](Oc2ccccc2)c2ccccc2)CC1)OCc1ccccc1,·,-1,4,-0.2,3,0,4,-36
CN(C)CCCN(C(=O)c1cccs1)c1nc(-c2ccccc2)cs1,0,·,·,·,-9,12,6,·
CCN(CC(=O)Nc1ccc(NC(C)=O)cc1)C(=O)/C=C/c1ccco1,-7,12,19,·,4,1,4,-12
CCNC(=O)Nc1ccc2c(c1)C(=O)N(C)[C@@H]1CC[C@H](CC(=O)NCc3ccccc3F)O[C@@H]1CO2,-9,-3,-1,-0.1,4,-8,-1,-4
CC1Cc2ccccc2N1C(=O)COC(=O)c1c2c(nc3ccccc13)CCCCC2 (centres undefined),-3,·,·,·,3,1,-5,·
COc1ccc(Cl)cc1NC(=O)NCc1cccnc1,·,11,1,0.2,0,-5,-1,-8
O=C(OCC#CCSc1nnc(-c2ccccc2)o1)c1ccco1,15,·,·,·,2,-10,0,·
C=C(C)CN1CCN(S(=O)(=O)c2ccc(C)c(N(C)S(=O)(=O)c3ccc(C)cc3)c2C)CC1,·,5,-5,·,·,3,·,-6
Cc1ccc(N2C(=O)C3C(c4ccccc4)(C2=O)C3(c2ccccc2)c2ccccc2)cc1 (centres undefined),-8,·,·,·,4,-2,0,·
COc1ccc(N(C)S(=O)(=O)c2cccc(C(=O)NCC(c3cccs3)N(C)C)c2)cc1 (centres undefined),1,3,40*,0.0,·,8,·,-14
CC1=C(C(=O)N(C)C)CC(CC(=O)NCCCN(C)C)C(=O)N1Cc1ccc(C(C)(C)C)cc1 (centres undefined),0,5,-10,·,-4,·,-3,-10
O=C(NCc1nc2ccccc2[nH]1)c1ccco1,9,·,·,·,4,-9,5,·
CCOC(=O)C1CCCN(S(=O)(=O)c2ccc3c4c(cccc24)C(=O)N3CC)C1 (centres undefined),3,-1,1,·,1,-20,2,-16
CCC1C(=O)C[C@H]2CCN3C(=O)CCCC1C23 (some centres undefined),-9,5,5,·,1,0,-1,3
Cn1c(N)c(C(=O)COC(=O)C2CC(O)CN2S(=O)(=O)c2ccc(Cl)cc2)c(=O)n(C)c1=O (centres undefined),-6,2,-3,4.0,1,3,·,-8
CCOC(=O)C(C(=O)OCC)C1OC(=O)c2cc3c(cc21)C(=O)OC3C(C(=O)OCC)C(=O)OCC (centres undefined),-3,0,-2,-2.4,·,24,·,-15
CCCNC(=O)N1[C@@H](CO)[C@@H](c2ccccc2)C12CN(C(=O)C1CCCCC1)C2,·,2,-2,0.3,·,·,·,0
CC1CCCC(C)N1C(=O)COC(=O)CSc1ccc([N+](=O)[O-])cc1 (centres undefined),-5,-3,4,2.6,2,1,-17,-5
CC(=O)N1CCOc2ccc(S(=O)(=O)N3CCC(C(=O)Nc4ccc(C)cc4)CC3)cc21,6,-2,3,·,-5,-2,-5,-5
COc1ccccc1N1CCN(C(=O)C(=O)c2cn(CC(=O)N3CCOCC3)c3ccccc23)CC1,-6,1,7,·,-1,·,5,-3
COc1ccc(S(=O)(=O)N2CCOCC2)cc1NC(=O)CCc1nc2ccccc2c(=O)[nH]1,·,5,10,·,-1,11,-23,-14

# Some entries already given, limited to ARNT-TACC3 inh, ERp5 block and Casp6 inh:
Structure | ARNT-TACC3 inh | ERp5 block | Casp6 inh
CCOC(=O)C1CCCN(S(=O)(=O)c2ccc3c4c(cccc24)C(=O)N3CC)C1 (centres undefined) | -20 | -1 | 1
CCC1C(=O)C[C@H]2CCN3C(=O)CCCC1C23 (some centres undefined) | 0 | 5 | 5

# (further entries)
SMILES,esBAF inh,ERp5 block,Casp6 inh,E-selectin induc,PglD DTNB,ARNT-TACC3 inh,RAD54 branch,RAD52 anneal inh
C[C@@H]1CCCCO[C@@H](CN(C)S(=O)(=O)c2ccc(F)cc2)[C@@H](C)CN([C@@H](C)CO)C(=O)c2cc(NC(=O)Nc3ccc(F)cc3)ccc2O1,4,·,·,0.1,0,-6,-4,·
CN(C)c1ccc(NC(=O)c2cn(-c3ccccc3)nc2-c2cccs2)cc1,25,·,·,·,-5,2,5,·
COc1ccc(S(=O)(=O)N2CCCCCC2)cc1NC(=O)Cc1cccc(C(F)(F)F)c1,19,3,0,·,-2,·,6,-1
COc1cccc2cc(C(=O)Nc3ccccc3C(=O)N3CCOCC3)oc12,3,-1,-7,-0.1,5,19,5,-8
O=C(C[C@@H]1CC[C@H]2[C@@H](COC[C@@H](O)CN2CC2CCCC2)O1)NCc1ccc(Cl)cc1,·,-2,-1,0.3,·,·,·,-4
N#Cc1ccc(-c2ccc([C@H]3[C@@H](CO)N4CCCCN(S(=O)(=O)c5ccccc5)C[C@@H]34)cc2)cc1,·,-2,-2,0.6,-3,-9,-6,-20
Cc1cccc(CCNS(=O)(=O)c2ccc3c(c2)oc(=O)n3C)c1,-8,·,·,·,-1,-2,1,·
CC(C)NC(=O)Nc1ccc2c(c1)C(=O)N([C@@H](C)CO)C[C@H](C)[C@@H](CN(C)C(=O)NC1CCCCC1)OCCCC[C@@H](C)O2,·,3,0,-0.2,4,-4,-3,6
Cc1cc2c(ccc3c2no[n+]3[O-])nn1,-13,·,·,·,-4,-2,3,·
O=C(Nc1ccccc1F)N1CCc2ccccc2C1,65*,-14,-1,0.0,0,-6,-7,-29
Cn1nnc(NCc2cc(Br)ccc2OCc2ccccc2F)n1,·,1,1,-1.1,·,-1,·,-2
CN1C(=O)/C(=C2/C=Cc3ccccc3N2CCCS(=O)(=O)O)SC1=S,-1,·,·,·,0,7,7,·
Cc1ccc(CNC(=O)c2ccc3c(c2)S(=O)(=O)c2ccccc2C3=O)cc1,-9,·,·,0.0,3,11,2,·
CC(NC(=O)CN(C)Cc1ccc(Br)cc1)c1ccccc1 (centres undefined),8,6,2,0.0,3,-1,18,-4
CCC(=O)N1CC[C@@H]2[C@@H](CO)N(C)c3ccc(-c4ccccc4F)cc3[C@@H]21,-5,-3,-5,1.1,0,7,2,0
Cn1nnc2cc(C(=O)NC3CC3)ccc21,-4,·,·,·,2,-7,5,·
C[C@H]1CN([C@@H](C)CO)C(=O)c2cc(C#CCc3ccccc3)cnc2O[C@H]1CN(C)Cc1cccc(F)c1,8,1,1,1.0,1,8,3,21
CC(C)(C)c1nc(NCCN2CCOCC2)c2nnn(Cc3ccccc3Cl)c2n1,·,8,-12,·,·,-8,·,4
[N-]=[N+]=NC[C@H](Cc1ccccc1)N1CC[C@@H](OCc2ccccc2)CCC1=O,7,0,3,0.0,1,8,-13,-15
C/C=C/c1ccc([C@@H]2[C@@H](CN(CC)C(C)=O)N(C(=O)C3CC3)[C@H]2CO)cc1,3,4,4,0.0,2,0,-1,0
C[C@H](CO)N1C[C@H](C)[C@@H](CN(C)Cc2ccc3c(c2)OCO3)Oc2ccc(NC(=O)CCN3CCOCC3)cc2CC1=O,-3,-6,-4,·,0,4,-4,1
O=C(Cn1c(=O)oc2cc(S(=O)(=O)N3CCCC3)ccc21)N1CCCC1,2,-11,0,0.1,2,-18,-1,-8
CC(C)(C)OC(=O)NNC1CC(=O)N(c2ccccc2F)C1=O (centres undefined),6,·,·,·,6,-20,-8,·
Oc1cccnc1CN1CCCCC1,0,4,0,-0.2,2,·,6,-16
CCN1CCN(c2sc(S(=O)(=O)CC)nc2S(=O)(=O)c2ccc(C)cc2)CC1,2,7,-1,-0.1,1,·,-8,-7
COCCNC(=O)Cn1c(=O)n(C)c2ccccc21,-1,·,·,·,-3,-3,-5,·
CCCCCCCCOC(=O)c1nc(Cl)c(Cl)c(N)c1Cl,·,5,3,·,3,-10,-16,-10
CCCC1(C(=O)OC)NC(c2ccc(OC)c(OC)c2)C2C(=O)N(c3cccc(C(C)=O)c3)C(=O)C21 (centres undefined),2,-1,3,·,1,-6,1,-5
O=C(NC(Cc1ccccc1)c1ccc2c(c1)OCCCO2)c1ccc(F)cc1 (centres undefined),8,·,·,·,-3,1,-10,·
COC(=O)c1ccccc1S(=O)(=O)N1CCC(C(=O)NC2CCCCC2)CC1,-4,6,0,·,2,-2,2,-6
CC(C)N1CCC(=NNc2ccc(S(=O)(=O)N3CCOCC3)cc2[N+](=O)[O-])CC1,0,2,1,-1.5,·,19,·,-9
Nc1ccc(S(N)(=O)=O)cc1,0,1,7,-0.1,0,-2,-4,-3
Cc1[nH][nH]c(=O)c1C(c1ccc2c(c1)OCO2)c1c(C)[nH][nH]c1=O,·,7,3,3.1,·,16,·,-7
COc1ccc(NC(=O)Nc2ccc3c(c2)C(=O)N([C@@H](C)CO)C[C@@H](C)[C@@H](CN(C)C(=O)Nc2ccc(C(F)(F)F)cc2)OCCCC[C@@H](C)O3)cc1,6,-2,0,0.1,1,26,4,-5
COC(=O)[C@H]1[C@H](CO)[C@H]2Cn3c(ccc(-c4ccccc4F)c3=O)[C@H]2N1Cc1ccncc1,-3,-3,2,0.9,7,-6,0,-6
C[C@@H]1CN([C@@H](C)CO)C(=O)c2cc(NC(=O)NC3CCCCC3)ccc2O[C@@H]1CN(C)Cc1ccc(C(F)(F)F)cc1,-3,-2,1,-0.6,1,3,-15,-4

# Taken from the results shown for reference:
SMILES,esBAF inh,ERp5 block,Casp6 inh,E-selectin induc,PglD DTNB,ARNT-TACC3 inh,RAD54 branch,RAD52 anneal inh
CCN1CCN(c2sc(S(=O)(=O)CC)nc2S(=O)(=O)c2ccc(C)cc2)CC1,2,7,-1,-0.1,1,·,-8,-7
COCCNC(=O)Cn1c(=O)n(C)c2ccccc21,-1,·,·,·,-3,-3,-5,·
CCCCCCCCOC(=O)c1nc(Cl)c(Cl)c(N)c1Cl,·,5,3,·,3,-10,-16,-10
CCCC1(C(=O)OC)NC(c2ccc(OC)c(OC)c2)C2C(=O)N(c3cccc(C(C)=O)c3)C(=O)C21 (centres undefined),2,-1,3,·,1,-6,1,-5
O=C(NC(Cc1ccccc1)c1ccc2c(c1)OCCCO2)c1ccc(F)cc1 (centres undefined),8,·,·,·,-3,1,-10,·
COC(=O)c1ccccc1S(=O)(=O)N1CCC(C(=O)NC2CCCCC2)CC1,-4,6,0,·,2,-2,2,-6

# Two entries drawn at random from the list so far:
SMILES,esBAF inh,ERp5 block,Casp6 inh,E-selectin induc,PglD DTNB,ARNT-TACC3 inh,RAD54 branch,RAD52 anneal inh
CCCCCCCCOC(=O)c1nc(Cl)c(Cl)c(N)c1Cl,·,5,3,·,3,-10,-16,-10
CCCC1(C(=O)OC)NC(c2ccc(OC)c(OC)c2)C2C(=O)N(c3cccc(C(C)=O)c3)C(=O)C21 (centres undefined),2,-1,3,·,1,-6,1,-5

# (next part)
SMILES,esBAF inh,ERp5 block,Casp6 inh,E-selectin induc,PglD DTNB,ARNT-TACC3 inh,RAD54 branch,RAD52 anneal inh
CCOC(=O)c1ccc(-c2ccc(/C=N/NC(=O)CN(c3cccc(C)c3)S(C)(=O)=O)o2)cc1,·,-6,-1,·,·,-2,·,-3
C[C@H](CO)N1C[C@H](C)[C@H](CN(C)C(=O)Cc2ccccc2)Oc2cc(C#CC3(O)CCCC3)ccc2S1(=O)=O,4,-5,2,-0.1,0,-5,-16,4
CCN(CC)C(=O)CSc1nc2ccsc2c(=O)n1CCCC(=O)NCCc1ccc(S(N)(=O)=O)cc1,·,1,2,·,·,-3,·,-2
CCN(CC)S(=O)(=O)c1ccc(C(=O)NCCc2ccccn2)cc1,16,3,0,-0.1,1,-8,5,13
O=C(OCC(=O)N(CCc1ccccc1)Cc1ccccc1)c1ccc(F)c(S(=O)(=O)N2CCOCC2)c1,-10,-4,-1,·,6,-4,4,-16

# Screens: PubChem, Broad Institute
